# Screening results: PubChem, several laboratories
# MITF TRPM1 inh – inhibitors of MITF-dependent TRPM1 promoter reporter, primary screen, cell-based, SK-MEL-5, single point, luciferase; SK-MEL-5 TRPM1 promoter luciferase, 24 h; inhibition, % at 12.5 µM; hit rate 0.83% among 330,000; AID 488899, 2010;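 active means mean inhibition across replicates of 60% or more, whatever share of single replicates reaches that level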; further: values of inactives mirror those of a sister screen read the other way
# hiPSC survival – enhancers of single-cell hiPSC survival, primary screen, ATPlite luminescence. 100% = ROCK inhibitor wells, 0% = DMSO. AID 602274, 2012. hit rate 0.044% among 360,000. survival enhancement, % at 20 µM; in the data active means survival enhancement above about 18%;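 further: cells exposed to compounds for 16 hours before the ATP read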
# CaV13 FRET inh – Disruptors of the CACNA1D IQ motif to Ca2+-dependent inactivation inhibitor domain association, primary screening, Förster resonance energy transfer in intact living … | HEK cells, CFP/YFP FRET ICDI-IQ, plate reader, 10 min; percent FRET-ratio fall versus neutral wells | AID 743397 | hit rate 0.098% among 340,000 | inhibition, % at 12.3 µM;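 active means mean replicate inhibition of at least 30% and at least 1% of replicates passing that level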;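 further: 0% = median of the neutral control wells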
# HTR2A ag – mouse Htr2a agonists via beta-arrestin recruitment, primary screen, cell-based, luminescence | hit rate 0.66% among 360,000 | AID 624169, 2012 | activation, % at 7.6 µM | 5-hydroxytryptamine receptor 2A (Mus musculus), P35363 | CHO-K1 mHTR2A beta-arrestin complementation; percent of 30 µM serotonin response;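 active means activation above a run cutoff, the mean activation of all tested compounds plus 3 SD, cut at about 14% in these data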;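 further: 0% = plate median of compound wells and 100% = 30 µM serotonin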
# Target sequence (P35363 whole entry, looked up): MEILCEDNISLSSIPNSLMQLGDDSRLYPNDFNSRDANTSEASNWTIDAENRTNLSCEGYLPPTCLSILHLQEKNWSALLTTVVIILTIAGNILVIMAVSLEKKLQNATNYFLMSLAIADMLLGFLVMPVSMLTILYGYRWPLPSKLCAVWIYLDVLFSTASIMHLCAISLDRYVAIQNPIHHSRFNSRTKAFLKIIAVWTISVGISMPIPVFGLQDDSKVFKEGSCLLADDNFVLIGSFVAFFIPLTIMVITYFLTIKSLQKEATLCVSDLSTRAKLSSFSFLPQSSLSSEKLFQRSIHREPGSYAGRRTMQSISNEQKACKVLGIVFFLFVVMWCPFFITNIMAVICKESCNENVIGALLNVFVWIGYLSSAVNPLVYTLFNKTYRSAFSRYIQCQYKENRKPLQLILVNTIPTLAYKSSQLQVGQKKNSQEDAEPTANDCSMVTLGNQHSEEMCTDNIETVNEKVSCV
# Shn3 3UTR inh – reduction of Shn3 3'UTR firefly luciferase signal, primary screen, Schnurri-3 inhibitor project, cell-based, Clone20 osteoblasts, set 2; Clone20 osteoblast Shn3 3'UTR firefly luciferase, 24 h; inhibition, % at 12.5 µM; hit rate 0.52% among 360,000;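 active means mean inhibition of at least 75% with every replicate also reaching 75%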;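 further: 0% = median of neutral control wells and 100% = pilot-screen positive control compound; some compounds past the cut are filed as inactive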
# NR2E3 ag-1 – inhibitors of NR2E3-RetCOR corepressor binding, primary screen, NR2E3 agonist project, biochemical, TR-FRET, GST-NR2E3, biotin-RetCOR | 1536-well | inhibition of corepressor binding, % at 4.78 µM | AID 2300, 2010 | Photoreceptor-specific nuclear receptor (Homo sapiens), Q9Y5X4 | hit rate 0.12% among 320,000;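 active means percent inhibition above the cutoff of mean plus 3 SD of all tested compounds, set per screening campaign, cut at about 20% in these data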;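 further: 0% = DMSO wells and 100% = biotin wells as full block of FRET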
# Target sequence (Q9Y5X4 whole entry, looked up): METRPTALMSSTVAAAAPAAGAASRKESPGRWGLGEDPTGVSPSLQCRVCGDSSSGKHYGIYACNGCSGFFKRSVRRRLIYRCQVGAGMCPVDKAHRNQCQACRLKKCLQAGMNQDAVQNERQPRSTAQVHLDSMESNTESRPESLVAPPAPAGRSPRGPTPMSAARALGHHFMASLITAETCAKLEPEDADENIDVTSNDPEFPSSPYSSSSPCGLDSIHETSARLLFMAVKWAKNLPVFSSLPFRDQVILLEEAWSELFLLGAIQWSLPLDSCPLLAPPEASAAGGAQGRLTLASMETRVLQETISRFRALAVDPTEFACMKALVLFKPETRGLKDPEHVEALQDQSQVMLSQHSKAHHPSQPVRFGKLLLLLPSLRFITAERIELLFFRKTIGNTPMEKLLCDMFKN
#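 Assay system: NR2E3–RetCOR corepressor complex. Quantity: 1.35 nM GST-NR2E3. Buffer or medium: pH 7.5 Tris-based buffer. Reagent: biotinylated RetCOR corepressor at 7 nM final. Schedule: 5 h at 4 °C. Detection: TR-FRET, emission read at 617 and 671 nm. Replicates: one well per compound, singlicate testing.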
# PDI turbidity – inhibitors of human PDI, primary screen, biochemical, turbidity, single point, plate reader | Protein disulfide-isomerase (Homo sapiens), P07237 | PDI insulin aggregation turbidity, A650, 90 min | inhibition, % at 10 µM | hit rate 0.052% among 350,000;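 active means mean inhibition across replicates of 30% or more, whatever share of single replicates reach that level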;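 further: absorbance from insulin aggregation driven by PDI reduction with DTT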
# HIF-2a block – HIF-2a reporter inhibitors, primary screen, luminescence, 786-0 RCC cells. 786-0 RCC cells HIF-2a reporter, luciferase luminescence, overnight. inhibition, % at 18.8 µM. hit rate 0.72% among 360,000;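 active means inhibition of the luminescence signal of 40% or more relative to plate controls, in a single-dose primary screen at 18.75 µM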
# NR2E3 ag-2 – NR2E3 agonists in two-hybrid cells, primary screen, cell-based, luminescence, CHO-S, Gal4-NCOR/VP16-NR2E3; Photoreceptor-specific nuclear receptor (Homo sapiens), Q9Y5X4; inhibition of corepressor binding, % at 3.98 µM; AID 602229, 2012; hit rate 0.35% among 360,000; luciferase;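 active means inhibition above the mean of all tested compounds plus 3 SD, cut at about 70% in these data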;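 further: 0% = DMSO with NR2E3 transfected cells and 100% = cells lacking NR2E3 construct; higher means lower luciferase signal from less NR2E3 corepressor binding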
# Peg3 prom inh – Peg3 promoter-driven luciferase inhibitors, primary screen, cell-based, HeLa, luciferase luminescence. hit rate 1.7% among 360,000. HeLa PEG-Prom luciferase reporter, overnight. inhibition, % at 20 µM;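 active means inhibition of at least 50% at 20 µM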
# Cardio protect – cardioprotection against H2O2-induced cell death, primary screen, uHTS, H9c2 cells, ATPLite luminescence; hit rate 0.63% among 360,000; H9c2 cardiomyocytes, H2O2 injury protection, 2 h; AID 588492, 2011; protection from H2O2 cell death, % at 20 µM;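 active means compounds giving at least 50% protection of heart cells from peroxide-induced death in the single-dose screen, raw or plate-pattern-corrected value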;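 further: 0% = DMSO wells with peroxide and 100% = DMSO wells without peroxide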
# An asterisk follows results filed as active; nt = no result given.
SMILES,MITF TRPM1 inh,hiPSC survival,CaV13 FRET inh,HTR2A ag,Shn3 3UTR inh,NR2E3 ag-1,PDI turbidity,HIF-2a block,NR2E3 ag-2,Peg3 prom inh,Cardio protect
CCn1c(SCC(=O)Nc2ccc3c(c2)OCO3)nc2c(c1=O)SC(C)C2 (centres undefined),5,0.5,-7,4,13,5,-5,0,25,22,15
COc1ccc(C(=O)Nc2cccc(C(C)=O)c2)cc1S(=O)(=O)N1CCOCC1,3,0.6,nt,2,-5,1,0,7,18,19,-4
O=C(CSc1ccc(S(=O)(=O)N2CCCCC2)cn1)Nc1ccccc1Br,5,0.1,-2,0,-2,1,-6,-83,-3,-51,-9
O=c1nc2ccccc2c(NS(=O)(=O)c2ccc(Cl)cc2)n1-c1ccccc1,6,0.1,-5,6,-16,4,4,-2,-13,14,11
CC(=O)Nc1ccc(S(=O)(=O)NCC(=O)OCc2ccccc2)cc1,9,-1.5,-3,-2,-24,2,9,10,-11,5,-7
Cc1c(C(=O)O/N=C(\N)c2ccccn2)cccc1[N+](=O)[O-],25,-0.4,-20,2,-45,6,-3,-180,-94,-20,-15
Cc1ccc(-n2c(C)cc(C)c(C#N)c2=O)cc1C,-5,-0.9,18,1,-8,3,-4,8,0,0,2
O=C(O)CCN1CCc2ccccc2C1c1cccs1 (centres undefined),-19,1.4,-1,0,1,-3,-2,3,-26,0,-2
COc1ccc(N(CC(=O)NCCSc2ccccc2)S(=O)(=O)c2ccccc2)c(OC)c1,7,1.1,-6,-6,59,nt,-3,19,23,39,56*
c1ccc(Nc2nc(N3CCCCC3)nc(N3CCCCC3)n2)cc1,14,-0.2,-6,-1,10,3,-2,30,-28,31,8
COc1cc(CC(NC(C)=O)C(=O)NC2CCN(C(=O)Nc3ccccc3Cl)CC2)cc(OC)c1 (centres undefined),13,0.6,-4,-4,3,3,0,7,-6,4,0
O=C(Nc1ccc(Cl)c(C(F)(F)F)c1)[C@@H]1CC=C[C@@H]2CCN(C3CC3)C(=O)[C@@H]21,-12,2.5,-9,-7,9,1,-4,25,-15,12,-13
COC(=O)c1ccc2c(=O)n(-c3ccc(OC)cc3)c(=S)[nH]c2c1,22,-0.3,-3,-1,-18,-3,1,4,0,10,-2
O=C(N1CCOCC1)N1CCN(c2ccccn2)CC1,-9,1.0,-5,-2,10,1,-2,13,15,12,9
CN(C)CCCN(Cc1ccccc1)C(=S)Nc1ccc(SC(F)F)cc1,3,1.6,-5,-7,3,1,2,-12,0,-3,1
CN1C(=O)[C@H]2[C@@H](C3CC3)N3C(=O)CN(CC4CC4)C(=O)[C@@]3(C)[C@H]2C1=O,5,3.3,-10,5,-13,4,-3,0,-6,13,0
CC(C)CCNC(=O)c1onc(CSc2ccncc2)c1C(=O)NCCC(C)C,-4,-1.8,-10,0,-9,-2,14,14,0,20,-4
CCc1c(C)n([O-])c2c([n+]1=O)CCC2,3,-1.7,-7,-1,nt,0,46*,12,8,17,7
COc1ccc(Cl)cc1N1C(=O)C2CCCN2C1c1sccc1C (centres undefined),26,-3.1,-3,0,5,-1,-28,0,-4,22,4
COc1ccc([C@H]2CC(=O)C=C(c3c(OC)cccc3OC)C2)cc1,22,-0.1,-6,-3,13,5,-6,-3,-41,18,-5
O=C(CCNS(=O)(=O)c1ccccc1C(F)(F)F)N1CCN(c2ccccc2O)CC1,-12,-0.5,-7,1,3,-2,13,13,-6,9,8
CC(=NN1CC(=O)NC1=O)c1ccc([N+](=O)[O-])o1,43,-2.1,-8,-2,-12,nt,-1,-6,12,-2,-1
O=C(Nc1ccccc1N1CCCCC1)c1ccc(Cl)c([N+](=O)[O-])c1,17,9.9,1,4,-23,1,-1,17,8,101*,-9
COc1cccc(C(C(=O)NC2CCCC2)N(Cc2ccc(C)cc2)C(=O)c2ccco2)c1OC (centres undefined),4,0.6,-5,3,1,-1,6,12,-1,21,1
CC(=O)CCC(=O)OCC(=O)c1ccc(C(F)(F)F)cc1,-1,-0.7,-4,-4,6,-1,0,9,11,-2,4

# Going on with the list.
SMILES,MITF TRPM1 inh,hiPSC survival,CaV13 FRET inh,HTR2A ag,Shn3 3UTR inh,NR2E3 ag-1,PDI turbidity,HIF-2a block,NR2E3 ag-2,Peg3 prom inh,Cardio protect
CCOC(=O)CCNC(=O)N1CCCC(CNS(=O)(=O)Cc2ccccc2)C1 (centres undefined),-4,-1.1,-6,3,-5,3,-5,17,-18,2,1
CN1C(=O)[C@H]2[C@@H](/C=C/c3ccccc3)N3C(=O)CN(CCO)C(=O)[C@@]3(C)[C@H]2C1=O,-1,0.2,-10,2,-11,1,1,-8,-4,-25,5
COc1ccc(C(=O)c2oc3ccc(OC)cc3c2NC(C)=O)cc1,-4,-0.2,-3,-2,8,1,4,1,-24,2,4
c1ccc(-c2nc3nc4ccccc4nc3n2CC2CCCO2)cc1 (centres undefined),-5,-0.1,-6,2,-15,3,4,-63,-9,-1,4
O=C(NCCCO)c1cc2c(cn1)[nH]c1ccccc12,-61,0.1,-20,-2,-25,nt,1,-103,-58,-101,9
CCc1cc2c(SCC(=O)N(CC)c3c(N)n(Cc4ccccc4)c(=O)[nH]c3=O)ncnc2s1,13,-0.7,3,0,-13,1,2,23,3,18,12
Cc1noc(C)c1CSc1nc2ccccc2c(=O)n1-c1ccc(Cl)cc1,-8,0.8,-9,-8,15,1,-4,12,-13,25,-3
COc1cccc(NC(=O)c2ccc3c(c2)OCCO3)c1,1,-0.7,-7,2,3,nt,0,-12,-76,-27,-20
Cc1ccc(S(=O)(=O)N2CCC(C(=O)N[C@@H](C)C(=O)NCc3ccccc3)CC2)cc1,7,1.5,-3,4,-2,-1,3,12,29,-5,1
N/C(=N/OC(=O)c1ccccc1Cl)c1nonc1N,-78,2.9,-4,8,-46,-2,10,-242,-150,-263,-11
CCCCn1ccnc1C(=O)c1ccc(S(=O)(=O)N(CCOC)CCOC)cc1,-2,0.5,0,-4,-1,5,2,0,-11,-5,15
CCC(c1nnnn1Cc1ccco1)N(CCN1CCOCC1)Cc1cc2cc(C)ccc2[nH]c1=O (centres undefined),6,6.1,-5,1,10,1,-1,2,-12,-11,23
O=C(N/N=C/c1ccsc1)c1cc(-c2cccs2)nc2ccccc12,10,-1.2,-5,-4,6,-3,18,12,-71,17,2
O=C(O)Cc1sc(-c2ccccc2Cl)nc1-c1ccccc1,-4,-1.4,-6,-2,-29,7,-5,4,-1,2,-4
Cc1[nH]c2ccccc2c1/C=N\NC(=O)c1ccco1,-3,0.3,nt,-3,-14,nt,9,-76,-54,-32,1

# Arranged by count of non-hydrogen atoms (lowest first): 13 of the compounds above
SMILES,MITF TRPM1 inh,hiPSC survival,CaV13 FRET inh,HTR2A ag,Shn3 3UTR inh,NR2E3 ag-1,PDI turbidity,HIF-2a block,NR2E3 ag-2,Peg3 prom inh,Cardio protect
CC(=NN1CC(=O)NC1=O)c1ccc([N+](=O)[O-])o1,43,-2.1,-8,-2,-12,nt,-1,-6,12,-2,-1
N/C(=N/OC(=O)c1ccccc1Cl)c1nonc1N,-78,2.9,-4,8,-46,-2,10,-242,-150,-263,-11
Cc1[nH]c2ccccc2c1/C=N\NC(=O)c1ccco1,-3,0.3,nt,-3,-14,nt,9,-76,-54,-32,1
COc1cccc(NC(=O)c2ccc3c(c2)OCCO3)c1,1,-0.7,-7,2,3,nt,0,-12,-76,-27,-20
O=C(O)Cc1sc(-c2ccccc2Cl)nc1-c1ccccc1,-4,-1.4,-6,-2,-29,7,-5,4,-1,2,-4
O=C(Nc1ccccc1N1CCCCC1)c1ccc(Cl)c([N+](=O)[O-])c1,17,9.9,1,4,-23,1,-1,17,8,101*,-9
Cc1noc(C)c1CSc1nc2ccccc2c(=O)n1-c1ccc(Cl)cc1,-8,0.8,-9,-8,15,1,-4,12,-13,25,-3
CCOC(=O)CCNC(=O)N1CCCC(CNS(=O)(=O)Cc2ccccc2)C1 (centres undefined),-4,-1.1,-6,3,-5,3,-5,17,-18,2,1
CCCCn1ccnc1C(=O)c1ccc(S(=O)(=O)N(CCOC)CCOC)cc1,-2,0.5,0,-4,-1,5,2,0,-11,-5,15
Cc1ccc(S(=O)(=O)N2CCC(C(=O)N[C@@H](C)C(=O)NCc3ccccc3)CC2)cc1,7,1.5,-3,4,-2,-1,3,12,29,-5,1
CCc1cc2c(SCC(=O)N(CC)c3c(N)n(Cc4ccccc4)c(=O)[nH]c3=O)ncnc2s1,13,-0.7,3,0,-13,1,2,23,3,18,12
COc1cccc(C(C(=O)NC2CCCC2)N(Cc2ccc(C)cc2)C(=O)c2ccco2)c1OC (centres undefined),4,0.6,-5,3,1,-1,6,12,-1,21,1
CCC(c1nnnn1Cc1ccco1)N(CCN1CCOCC1)Cc1cc2cc(C)ccc2[nH]c1=O (centres undefined),6,6.1,-5,1,10,1,-1,2,-12,-11,23
